# XIAP displacement: small molecules displacing peptide from XIAP – biochemical, IAP family, fluorescence polarization (AID 1018); displacement, % at 20 µM; hits with a dose series show IC50 in µM; XIAP BIR domain, fluorescence polarization peptide displacement; higher % means a stronger effect; hit rate 0.007% among 200,000; in the data active means displacement above about 50%; further: a part of the inactive calls stands beside numbers as strong as those of hits
# bCat nuc transl: beta-catenin nuclear translocation modulation | HeLa beta-catenin nuclear translocation, immunofluorescence imaging | nuclear translocation activity, % at 5 µM | hit rate 0.3% among 190,000;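 active means nuclear translocation activity above 50% at 5 µM, with a well cell count of 50 or more; inconclusive means wells under 50 cells across six images, flagged as toxic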;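 further: per-cell ratio of nuclear to cytoplasmic median beta-catenin stain intensity; plate controls were DMSO negative control for no effect and GSK-3 inhibitor IX positive control for full effect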
#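 System: Human HeLa cells, endogenous beta-catenin | Compound dosing: 5 µM primary, 0.02–20 µM confirmation | Timing: 24 h compound exposure at 37°C, 5% CO2 | Measured by: Fluorescence imaging of beta-catenin antibody stain plus DAPI | Read-out basis: % activation of per-cell nuclear versus cytoplasmic median beta-catenin signal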
# MT stabilize HCS: microtubule stabilizers in HeLa cells. hit rate 0.83% among 200,000. % tubulin-high responders, % at 10 µM. AID 2205. HeLa tubulin immunostaining HCS, 24 h; share of cells brighter than vehicle mean+2SD;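 active means plate Z-score above 3 for both tubulin-high and condensed-nucleus cell shares, with cell loss under 80%, at 10 µM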;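 further: anti alpha tubulin signal scored within the nucleus-defined area of each cell; some results filed as inactive read as strong as hits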
# WT yeast gro inh: growth inhibition of WT yeast, mitochondrial fusion screen | inhibition, % at 10 µM | AID 1362 | hit rate 2.1% among 190,000 | mitochondrial fusion phenotypic screen, WT strain; in the data active means inhibition above about 58%; tested in S. cerevisiae
# Autophagy mod: alters autophagy in cells | MEF GFP-LC3 puncta imaging; test concentration mostly 10 µM | calls only at 10 µM (by protocol) | hit rate 0.98% among 190,000;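 active means percentage of spot-positive cells more than 3 SD above its plate mean, without a fluorescence outlier flag or 80% toxicity; inconclusive means no clear call, values can overlap the other calls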;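 further: spot-positive cell cutoff set from DMSO-treated cells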
# Dynein cargo inh: blocks dynein driven cargo transport along microtubules; 3617.4 mouse cells, GR-EGFP nuclear translocation imaging; test concentration mostly 20 µM; stimulated with dexamethasone, 1 µM; active compounds read low; z-score, hits read low; hit rate 0.47% among 220,000; AID 1381;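 active means plate z-score of nuclear minus cytoplasmic receptor signal below a set negative limit, without overly bright fluorescence or cell loss, cut at about -3.5 in these data, passing the limit was not always enough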;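 further: z-score of nuclear minus cytoplasmic ring GR-EGFP intensity difference per well; some compounds called inactive have numbers as strong as hits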
#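 Buffer or medium: tet-free, stripped-serum medium; Also added: dexamethasone, 1.0 µM final; Technique: high-content fluorescence imaging after fixation; Times: 48 h induction, 1 h compound, 30 min dex at 37 °C; Read-out: per-cell GR-EGFP intensity, nucleus versus surrounding cytoplasmic ring, well-averaged.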
# Hep lipid drop: modulators of hepatic lipid droplet formation. AML12 mouse hepatocytes, oleate lipid droplets, BODIPY imaging. inhibition, % at 6.5 µM. hit rate 0.4% among 240,000;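 active means lipid droplet intensity inhibited by at least 50%, with more than 500 cells counted; inconclusive means wells with under 300 cells, treated as cytotoxic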
#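 Assay system: AML12 mouse liver cells | Compound dosing: One dose, 6.5 µM compound | Read-out basis: Droplet intensity reduction, % inhibition | Measured by: Fluorescence imaging, 20x objective, two fields per well | Schedule: Overnight treatment with compound plus oleate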
# CSM14.1 death rescue: protection against thapsigargin-triggered cell killing – 384-well, CSM14.1, ATP luminescence, primary screen (AID 1222); CSM14.1 thapsigargin-induced death rescue, ATP luminescence; higher % means a stronger effect; cellular ATP content (survival), % at 20 µM; hits with a dose series show EC50 in µM; 190,000 tested, under 10 active;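 active means EC50 below 50 µM in the dose-response confirmation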;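 further: death triggered by thapsigargin at about 15 µM added after 2 h compound pretreatment; cell ATP read after overnight thapsigargin exposure of roughly 18 to 22 hours; normalized against plate controls of thapsigargin alone and 5% DMSO vehicle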
# Insulin prom up: MIN6 insulin promoter up-regulation. MIN6 insulin promoter-GFP reporter, high-content imaging; active compounds read high. z-score at 5 µM. hit rate 0.3% among 190,000;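 active means z-score above 3 at 5 µM with at least 500 cells counted in the well; inconclusive means wells under 500 cells, flagged as cytotoxic or low count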
# WT yeast gro inh mutant strain: further read-out of WT yeast gro inh, marked with its call; inhibition, %; mitochondrial fusion phenotypic screen, mutant strain inhibition
# Dynein cargo inh cytoplasmic EGFP: further read-out of Dynein cargo inh, marked with its call; z-score; measured here: cytoplasmic GR-EGFP intensity; active compounds read high
# Dynein cargo inh nuclear GR-EGFP: second read-out of Dynein cargo inh, no call of its own (marks repeat the call); z-score; measured here: nuclear GR-EGFP intensity;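 lower value marks the stronger effect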
# Dynein cargo inh cell count: recorded beside Dynein cargo inh, whose call it bears; z-score; measured here: cell count per field
# Insulin prom up cell count: recorded beside Insulin prom up, whose call it bears; cell count; measured here: cytotoxicity, nuclei count;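 total cells summed across four imaged fields per well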
# Hep lipid drop cells 6.5 µM: also measured in Hep lipid drop; calls as there; cell count; measured here: cell count, cytotoxicity flag;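 cells counted across two imaged fields per well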
# bCat nuc transl cell count 5 µM: also measured in bCat nuc transl; calls as there; cell count; measured here: cell count, cytotoxicity flag
# MT stabilize HCS Hoechst-high %: also measured in MT stabilize HCS; calls as there; % Hoechst-high responders; measured here: nuclear condensation Hoechst responders;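 share of cells brighter than vehicle mean plus two SD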
# MT stabilize HCS cytotoxicity %: also measured in MT stabilize HCS; calls as there; toxicity, %; measured here: cytotoxicity by cell density;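 0% = mean cell density of plate MIN control wells and 100% = no cells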
# Autophagy mod cell loss 18 h: further read-out of Autophagy mod, marked with its call; toxicity, %; measured here: cell loss, nuclei count;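 cell loss after 18 h compound exposure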
# * marks the source's active call; other numbers are inactive results; i = inactive; u = inconclusive; x = no result given; & = joins results of further samples.
SMILES,XIAP displacement,bCat nuc transl,bCat nuc transl cell count 5 µM,MT stabilize HCS,MT stabilize HCS Hoechst-high %,MT stabilize HCS cytotoxicity %,WT yeast gro inh,WT yeast gro inh mutant strain,Autophagy mod,Autophagy mod cell loss 18 h,Dynein cargo inh,Dynein cargo inh cytoplasmic EGFP,Dynein cargo inh nuclear GR-EGFP,Dynein cargo inh cell count,Hep lipid drop,Hep lipid drop cells 6.5 µM,CSM14.1 death rescue,Insulin prom up,Insulin prom up cell count
C=CCOc1ccc(/C(O)=C2\C(=O)C(=O)N(CCCOC)C2c2ccc(O)c(OC)c2)cc1 (stereo not drawn),4.0%,1.0,1359,1.6,1.3,9.3,-4,-8,i,-12,-0.95,-0.21,-0.39,0.75,x,x,-0.9%,-0.77,1374
Cc1cnc(C(=O)Nc2cccc3cccnc23)cn1,-4.8%,1.7,1438,2.4,2.2,1.0,-6,-9,i,-10,-0.95,-0.19,-0.34,0.88,x,x,-2.5%,u,x
Cc1ccc(NC(=S)NCCc2c[nH]c3ccccc23)cc1,-2.9%,-0.3,1343,1.5,0.8,6.1,18,-18,i,1,0.0057,-0.2,-0.054,-0.52,x,x,-1.1%,-0.28,1592
CCOCCCn1c(SCC(=O)NCc2ccco2)nc2c(sc3ccccc32)c1=O,-5.9%,x,x,2.2,2.1,6.5,3,0,i,38,-1,-0.26,-0.38,0.94,-1,762,-1.0%,0.69,844
CCOc1ccc(NC(C)=O)cc1[N+](=O)[O-],-1.9%,0.7,939,1.4,1.3,6.1,1,4,i,20,-0.3,-0.32,0.19,0.028,15,748,1.4%,-0.8,1475
CC(C)(C)NC(=O)CN1CCC(O)(c2ccc3c(c2)OCO3)CC1,-3.0%,x,x,3.1,2.3,2.9,-15,-5,i,-4,0.31,-0.19,0.17,0.55,21,755,-1.9%,x,x
COc1ccc(NC(=O)c2ccccc2NC(=O)CSc2ccccc2)cc1,-5.6%,2.4,1140,1.6,1.6,2.1,-6,1,i,9,0.27,-0.19,0.24,-0.32,-4,640,-1.1%,-0.62,1554
CC(C(O)c1ccc(O)cc1)N1CCC(Cc2ccccc2)CC1 (stereo not drawn),-1.8%&-2.7%,-1.1&-2.1,1085&1077,4.1,3.1,12,42&11,40&22,i,4,-0.75,-0.26,-0.26,-0.11,18&15,739&701,-2.4%&-0.7%,-0.2&-1.2,1444&1157
C=CCN(CC=C)S(=O)(=O)c1ccc(NC(=O)COc2ccccc2OC)cc1,-3.1%,0.1,469,3.6,2.4,6.4,7,-7,i,-8,-0.35,-0.24,-0.66,-0.033,-2,704,4.7%,x,x
COc1cc(-c2ccccc2)nc(N)n1,-7.1%,x,x,2.0,1.1,9.2,0,3,i,3,1.4,-0.083,0.62,-0.24,x,x,-1.0%,1.2,954
CC(C)Cc1nc2oc3c(Cl)ncnc3c2c2c1CCCC2,x,-0.1,1451,x,x,x,x,x,x,x,-5.7*,1.2*,-2.6*,-0.4*,7,700,x,0.69,1043
O=C(NCc1ccco1)c1nc2nc(-c3cccs3)cc(C(F)(F)F)n2n1,-0.8%,-5.3,1016,4.2,3.2,6.7,-1,0,i,10,-0.17,-0.22,0.087,-0.08,x,x,1.1%,-0.89,1344
Cc1ccc2cc(CCNC(=O)c3ccc(C)c([N+](=O)[O-])c3)c(=O)[nH]c2c1,1.4%,1.3,854,2.4,3.6,11,-1,-23,i,-7,-0.46,-0.3,-0.6,0.62,-7,323,-3.1%,0.86,1292
C=CCn1c(SCC(=O)Nc2cc(NC(C)=O)ccc2OC)nnc1-c1cccnc1,-1.7%,-1.3,615,5.3,1.5,6.7,17,19,i,-5,-0.16,-0.2,0.11,-0.072,x,x,-0.7%,-0.77,1015
COc1ccc(C(=O)CSc2nnc(C3CC3)n2N)cc1,-7.3%,x,x,1.5,1.2,2.8,5,6,i,-6,0.53,-0.1,0.45,-0.19,x,x,4.8%,0.06,992
Cc1nc(-c2cc(C#N)c(=O)[nH]c2C)cs1,x,0.4,1050,x,x,x,x,x,x,x,0.73,-0.23,0.78,-0.26,12,633,x,0.2,1067
COc1cccc(-c2csc(N3CCN(C(=S)Nc4cccc(C)c4)CC3)n2)c1,16%,-0.2,1539,2.8,2.4,10,32,5,i,12,1.5,0.17,1.7,-2.1,4,660,13%,-0.87,1386
N#CCSc1nc2ccccc2c(=O)n1CCC(=O)NC1CCCCC1,-6.3%,-1.0,1447,5.3,3.5,2.7,-23,-9,i,15,-0.012,-0.34,0.059,-0.05,x,x,-1.7%,-0.33,1409
Cc1ccccc1CNC(=O)C(=O)Nc1nccs1,-9.4%,-5.7,1105,3.6,1.4,7.4,-9,-6,i,13,-0.81,-0.14,-0.54,0.15,1,698,-0.7%,0.32,1295
Cc1ccccc1-n1nc(C(=O)O)cc1-c1ccccc1,-7.2%,4.5,957,2.2,1.8,7.2,-10,-31,i,3,1.6,-0.3,0.95,-0.36,-2,805,-1.8%,1.1,933
O=C1C2CCCN2C(=O)N1CCN1CCN(c2ccccc2)CC1 (stereo not drawn),-0.1%,2.1,1160,3.0,2.7,3.6,-6,4,i,4,-0.45,-0.27,-0.47,0.57,11,708,0.6%,0.14,1335
CCCCn1c(SCC(=O)c2ccc(OCC)cc2)nc2cc(S(N)(=O)=O)ccc21,-5.1%,3.5,1124,1.5,1.1,4.1,9,9,i,-3,-0.8,-0.19,-0.44,0.43,6,828,0.8%,x,x
Cc1ccc(CNc2ccc3nnc(-c4ccccc4)n3n2)cc1,-4.2%,2.5,541,2.7,3.3,5.6,2,-20,i,-2,-0.66,-0.26,0.39,0.7,x,x,-1.9%,-1.1,1004
O=C(NCCc1ccccc1)C(=O)Nc1nccs1,-4.4%,-0.6,1104,1.3,3.9,11,-8,-10,i,3,0.36,-0.062,0.77,-0.56,13,675,-2.8%,-0.31,1537
O=C(/C=C/c1ccccc1)NC(NC(=S)Nc1ccc(Cl)cc1Cl)C(Cl)(Cl)Cl (stereo not drawn),-1.0%,-1.3,1131,5.4,4.3,3.8,38,3,i,7,-0.82,-0.16,-0.13,1.6,-8,682,-1.7%,-0.19,1119
CC(C)CN(C(=O)COC(=O)c1ccc2c(c1)NC(=O)CS2)C1CCS(=O)(=O)C1 (stereo not drawn),-1.5%,-5.4,979,2.7,2.6,6.9,0,6,i,2,-1.2,-0.32,-0.45,0.54,x,x,0.6%,0.47,1191
O=C(NCCc1c[nH]c2ccccc12)C1CCN(S(=O)(=O)c2ccccc2F)CC1,-3.4%,-1.1,1110,2.1,2.1,1.8,-1,11,i,-5,-0.31,-0.34,0.2,0.41,-6,664,-0.5%,-0.08,1284
O=C(CSCc1ccccc1)Nc1cccc(F)c1,-1.2%,0.4,1162,3.2,2.0,6.0,-11,12,i,12,0.46,-0.22,0.13,0.066,1,610,-2.0%,0.84,1514
N/C(=N\OC(=O)Nc1ccccc1)c1ncc([N+](=O)[O-])s1,x,-0.5,1279,x,x,x,x,x,x,x,-1.1,-0.17,-0.2,1.4,5,643,x,-0.17,659
CCOC(=O)C/C(N)=N/N(C)c1ncc(C(F)(F)F)cc1Cl,-6.6%,-3.4,1011,1.7,2.8,8.8,-1,14,i,0,0.032,-0.35,-0.027,-0.58,5,691,-1.8%,0.37,1157
Cc1oc(-c2ccccc2)nc1C(=O)OCC(=O)NC(=O)NCC(C)C,-1.3%,-3.2,1018,3.4,3.0,8.5,4,5,i,5,0.023,-0.13,0.033,0.56,x,x,0.2%,0.33,1134
C#CCNC(=O)C1=C[C@H](c2ccc(Br)cc2)C[C@H](OCCCCO)O1,-3.1%,0.2,1091,3.9,1.7,5.3,-18,-10,i,10,0.14,-0.25,0.35,-0.39,-22,713,2.8%,0.01,1403
Cc1c(NC(=O)CSc2nnc(COc3ccccc3)n2-c2ccccc2)c(=O)n(-c2ccccc2)n1C,1.1%,-0.5,1427,1.0,1.3,9.6,-38,-4,i,-4,-0.37,-0.12,-0.26,0.44,x,x,-0.4%,-0.12,1682
CC1CN(Cc2ccccc2)C(C)CC1O (stereo not drawn),-5.5%,-0.8,1084,2.7,2.1,4.1,-5,-7,i,-6,-1.5,-0.22,-1.1,1.5,1,712,0.5%,-1.2,1386
O=S(=O)(c1ccc(Cl)nc1)N1CCCc2ccccc21,-6.1%,-0.7,1075,2.2,2.1,10,-19,-5,i,7,0.15,-0.23,-0.021,0.45,24,736,6.9%,-0.08,1368
CC(C)c1ccccc1NC(=O)CCCC(=O)O,-3.9%,-2.2,562,3.0,0.3,42,8,0,i,4,0.032,0.0053,0.42,-0.4,18,760,1.0%,0.06,1260

# Bioassay records from PubChem BioAssay.
